Wnt act = activators of Wnt/beta-catenin signaling; Wnt/beta-catenin reporter cell assay, activator, plate reader; 300,000 tested, 1.2% active; activation, % at 9.35 µM; AID 743398; in the data active means activation above about 30%, passing the limit was not always enough; inconclusive means no clear call, values can overlap the other calls;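 further: 0% = neutral control wells and 100% = positive control wells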
SR-BI uptake up = enhances SR-BI lipid uptake from DiI-HDL | CHO ldlA[mSR-BI] cells, DiI-HDL uptake fluorescence, 3 h; 100 = double the neutral-control signal | 320,000 tested, 0.096% active | activation, % at 12.5 µM;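 active means mean replicate activation of at least 60% and every replicate at or above 60%; inconclusive means mean or all-replicate condition met, but not both; inactive means mean below 60% and not all replicates reaching 60%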;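 further: 0% = median plate neutral-control signal and 100% = twice that signal; values of inactives mirror those of a sister screen read the other way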
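Test system: SR-BI-overexpressing, LDLR-lacking CHO cells; Also added: labelled HDL, 10 µg/mL; Measured by: bottom-read cell fluorescence after medium removal, ex 550/em 595 nm; Timing: 3 h uptake period with compound, 37 °C; Buffer or medium: F12, 0.5% BSA, 25 mM HEPES; Doses: single compound concentration, delivered by pin transfer.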
Rtt109 Vps75 = C. albicans Rtt109 histone acetyltransferase inhibition. purified Rtt109/Vps75, ThioGlo CoA-SH fluorescence, 4 h. inhibition, % at 34.9 µM. 330,000 tested, 0.16% active. AID 540336;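 active means inhibition of at least 50% in every replicate; inconclusive means best replicate reaches 50% inhibition but some replicates fall short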
Target sequence (Q5AAJ8 whole entry, looked up): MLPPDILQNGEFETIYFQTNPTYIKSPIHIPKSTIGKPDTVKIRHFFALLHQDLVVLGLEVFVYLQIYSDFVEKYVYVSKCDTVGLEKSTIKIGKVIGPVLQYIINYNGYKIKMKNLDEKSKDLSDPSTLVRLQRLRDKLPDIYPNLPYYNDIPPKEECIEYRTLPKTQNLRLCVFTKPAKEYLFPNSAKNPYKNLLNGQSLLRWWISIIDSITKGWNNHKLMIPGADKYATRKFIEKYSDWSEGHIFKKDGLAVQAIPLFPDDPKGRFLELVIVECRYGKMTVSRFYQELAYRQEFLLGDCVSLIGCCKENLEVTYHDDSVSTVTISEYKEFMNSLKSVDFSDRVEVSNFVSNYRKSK
SR-BI DiI inh = mouse SR-BI HDL lipid transfer inhibition | Q61009 | ldlA[mSR-BI] CHO cells, DiI-HDL uptake fluorescence, 3 h | inhibition, % at 12.5 µM | 320,000 tested, 0.96% active;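 active means mean replicate inhibition of at least 70% and a set share of replicates each scoring 70 or more; inconclusive means meets just one of the two criteria; inactive means fails both criteria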;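 further: 0% = median of neutral control wells and 100% = median of positive control wells; values of inactives mirror those of a sister screen read the other way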
RTF Ca sens act = cardiac RTF calcium sensitization; 340,000 tested, 0.24% active; activation, % at 7.2 µM; IANBD-labeled TnC RTF fluorescence at EC20 calcium; 0% EC20 calcium, 100% full calcium; AID 493008;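 active means activation above the mean over all tested compounds plus 3 SD, cut at about 30% in these data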;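 further: rise in fluorescence read as greater calcium sensitivity of cardiac thin filaments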
CDK5 p35 inh = CDK5/p35 (human) kinase inhibition. inhibition, % at 10 µM. Recombinant CDK5/p35, ADP-Glo luminescence, 60 min. 330,000 tested, 0.01% active. AID 488839;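 active means highest replicate inhibition of at least 50% and at least 75% of replicates reaching 50%; inconclusive means only one of the two criteria met; inactive means both criteria failed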;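 further: plate controls were DMSO neutral control for no effect and GW8510 at 10 µM for full effect; many of its hits are not listed in these tables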
PvdQ inh = P. aeruginosa PvdQ acylase inhibition; inhibition, % at 10 µM; purified PvdQ acylase, fluorescence plate reader; AID 488965; 340,000 tested, 0.063% active; in the data active means inhibition above about 30%, passing the limit was not always enough; inconclusive means no clear call, values can overlap the other calls;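 further: 0% = vehicle neutral wells and 100% = reference inhibitor wells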
HTR5A ag ctr = counter-screen for OPRM1-OPRD1 agonists: human HTR5A agonism. P47898. HTR5A agonist assay, luminescence, cell-based. activation, % at 9.3 µM. 340,000 tested, 0.61% active. AID 504692; in the data active means activation mostly above about 9.5%, no sharp cut-off; inactive means mostly below about 7.6%;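 further: 0% = cells with vehicle only and 100% = reference agonist; strong numbers were not always called active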
Target sequence (P47898 whole entry, looked up): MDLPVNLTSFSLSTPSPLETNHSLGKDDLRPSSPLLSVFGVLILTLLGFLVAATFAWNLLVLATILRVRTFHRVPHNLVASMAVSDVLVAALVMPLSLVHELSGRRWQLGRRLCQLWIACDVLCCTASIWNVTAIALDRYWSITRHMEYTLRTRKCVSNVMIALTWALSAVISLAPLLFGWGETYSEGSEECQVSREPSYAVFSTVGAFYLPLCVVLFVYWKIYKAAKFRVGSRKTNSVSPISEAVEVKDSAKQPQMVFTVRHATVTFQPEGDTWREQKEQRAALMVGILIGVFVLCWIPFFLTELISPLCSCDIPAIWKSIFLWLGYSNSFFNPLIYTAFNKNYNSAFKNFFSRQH
dFosB act = mouse delta FosB homodimer activation. 340,000 tested, 0.99% active. activation, % at 25 µM. purified delta FosB, TAMRA-CDK5 oligo fluorescence polarization; percent of positive-control signal above neutral wells. P13346;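 active means mean activation above about 17%, with every replicate also reaching it, limit read from the data, passing the limit was not always enough; inconclusive means only one of the two conditions met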;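 further: fluorescence polarization rise as delta FosB binds a TAMRA Cdk5 AP-1 oligo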
Target sequence (P13346 whole entry, looked up): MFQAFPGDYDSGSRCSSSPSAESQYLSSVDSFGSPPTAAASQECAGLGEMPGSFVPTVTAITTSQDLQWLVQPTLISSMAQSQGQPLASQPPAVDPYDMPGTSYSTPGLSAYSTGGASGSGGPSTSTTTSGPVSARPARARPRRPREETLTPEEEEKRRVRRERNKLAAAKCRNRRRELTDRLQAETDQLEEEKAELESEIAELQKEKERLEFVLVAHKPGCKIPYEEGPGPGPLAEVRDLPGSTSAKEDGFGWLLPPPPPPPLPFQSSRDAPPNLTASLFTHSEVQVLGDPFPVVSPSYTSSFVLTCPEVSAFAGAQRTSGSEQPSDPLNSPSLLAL
MITF act = MITF TRPM1 promoter activation in melanoma cells. SK-MEL-5 TRPM1-promoter luciferase, 24 h; % of positive control, neutral wells = 0. activation, % at 12.5 µM. 300,000 tested, 0.75% active. AID 588334;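 active means mean activation of at least 80% with every replicate also reaching 80%; inconclusive means mean reaches 80% but some replicate falls short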;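 further: 0% = neutral control wells and 100% = parthenolide positive control wells; values of inactives mirror those of a sister screen read the other way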
* = called active by the depositor; ? = inconclusive; · = not tested or not shown.

Structure,Wnt act,SR-BI uptake up,Rtt109 Vps75,SR-BI DiI inh,RTF Ca sens act,CDK5 p35 inh,PvdQ inh,HTR5A ag ctr,dFosB act,MITF act
CCCn1c(SCc2nc3sc(C)c(C)c3c(=O)[nH]2)nc2ccccc2c1=O,·,-8,-3,8,-2,-1.6,-14,0,-5,-12
CC(Oc1ccc(Br)cc1)C(=O)Nc1ccc(S(=O)(=O)NC2=NCCCCC2)cc1 (stereo not drawn),-6,-71,-1,?,7,-8.6,-12,-2,-11,-6
O=C(CCN1CCN(Cc2ccccc2)CC1)Nc1cccc(Br)c1,6,-6,-2,6,0,0.0,-7,6,-6,8
O=C(CCCc1ccccc1)NCCCN1CCOCC1,·,17,-5,-17,-9,-1.0,0,-4,-3,13
CNc1snc(C)c1C(=O)OC(C)C(=O)c1ccc(F)cc1 (stereo not drawn),-3,1,2,-1,-4,-2.1,-17,-2,0,-1
CCOC(=O)c1cc2c(s1)-c1c(C)cccc1OC2,16,-34,-44,34,2,0.2,68*,5,-5,·
COc1ccc(C2(C(=O)Nc3ccc(S(N)(=O)=O)cc3)CCCC2)cc1,-9,8,-3,-8,-3,0.8,-5,5,0,-12
CCOc1ccc(NC(=O)c2cc([N+](=O)[O-])ccc2N2CCOCC2)cc1,-5,-69,5,69,11,-4.2,13,0,-6,0
Cc1ccc(SCC(=O)c2c(C)[nH]c3ccccc23)cc1,-1,24,2,-24,1,-0.7,-7,-1,3,8
COc1cc2[nH]c(C(=O)NCCc3ccccc3)cc2c(OC)c1OC,-2,-36,·,36,-2,0.3,-15,-4,-6,15
COc1cccc(NC(=O)Cc2c(C(=O)O)[nH]c3ccccc23)c1,·,-10,0,10,3,-1.1,-16,0,0,-5
O=C(CCc1ccccc1)NNC(=O)c1cc(Cl)ccc1O,-1,-115,2,115*,-3,-1.2,-10,1,4,·
CN1OC[C@@H]2CN(C(=O)CCc3ccccc3)[C@H](c3cccc(Oc4ccccc4)c3)C[C@@H]21,-1,20,-20,-20,4,-1.5,-9,-1,-15,-8
CCN1C(=O)[C@@H]2[C@@H](c3ccc(-c4ccc5c(c4)OCO5)cc3)N3CCCC[C@@]3(C(=O)OC)[C@@H]2C1=O,-4,-41,1,41,0,0.0,-5,10,-1,0
O=C(CCSCc1cccc(Cl)c1)NCCc1ccc(Cl)cc1,-1,21,6,-21,-3,0.8,0,-3,1,2
Cc1cccc(Cc2nnc(CCC(=O)NCc3cn4ccccc4n3)o2)c1,4,-6,-2,6,3,-7.0,-8,8,7,5
COc1ccccc1NS(=O)(=O)c1ccc(C)c(NC(=O)NCCCl)c1,2,-1,-6,1,4,0.7,-12,1,-4,10
CC(C)C(NC(=O)OCc1ccccc1)C(=O)OCC(=O)NCc1ccco1 (stereo not drawn),-1,-14,1,14,4,1.0,-8,-1,-15,·
O=C(Cc1ccc(F)cc1)N/N=C/c1ccc2c(c1)OCO2,·,19,-4,-19,0,0.0,-14,-3,7,52
COc1ccc(Nc2nc(C)cc(-c3cc(-c4ccccc4)on3)n2)cc1,3,3,0,-3,-10,0.6,7,1,-3,18
O=C(CN1CCC(NC(=O)c2ccccc2F)CC1)Nc1ccc2c(c1)OCCO2,-3,-3,38,3,2,-0.2,-17,-5,1,11
COC(=O)/C(C#N)=C/c1c(-c2ccccc2)nc2n1CCS2,1,3,0,-3,1,2.0,3,-1,-2,14
CCN(CC)C(=O)[C@H]1C[C@H](CC(=O)NCC23CC4CC(CC(C4)C2)C3)C(=O)N2CCc3c([nH]c4cc(-c5ccco5)ccc34)[C@]12C,-10,-5,-9,5,-8,-1.0,5,2,5,-23
COc1ccccc1NC(=O)C1CCCN1C(=O)NC1CCCCC1 (stereo not drawn),-1,·,-6,·,3,1.2,-16,6,-7,·
CS(=O)(=O)N1N=C(c2cccs2)CC1c1ccccc1 (stereo not drawn),5,-7,-6,7,-3,0.2,11,3,2,-4
NC(=O)C1(c2ccccc2)CCCN1C(=O)c1ccc(Br)cc1 (stereo not drawn),-1,13,-2,-13,-1,0.4,-20,-1,-11,3
O=C(CCCSc1nc2ccccc2c(=O)[nH]1)c1ccc(F)cc1,0,-17,·,17,-3,0.8,7,1,-12,-9
Cc1cccc(/C=N\Nc2cn[nH]c(=O)c2Cl)c1,·,-4,0,4,-3,0.0,-11,3,-8,-5
CN1CCN(NS(=O)(=O)c2ccc(Cl)cc2)CC1,-1,7,?,-7,-9,-0.9,-6,-6,-5,-3
COc1ccccc1-n1c(SCC(=O)N2CCOCC2)nc(O)cc1=O,-2,9,-10,-9,0,-3.2,-4,-2,3,11
O=C(NCc1ccc(F)cc1)N[C@@H](Cc1ccccc1)C(=O)O,·,-5,-24,5,-3,-2.4,-11,4,-3,-9
NCCCC[C@H](N)c1nnc([C@H](CC(=O)O)NC(=O)C2CCNCC2)o1,-3,9,8,-9,-4,0.2,7,-1,6,-5
CS(=O)c1ccccc1O (stereo not drawn),-2,25,1,-25,-6,0.0,-5,1,4,6
NC(CCC(=O)O)C12CC3CC(CC(C3)C1)C2 (stereo not drawn),-2,5,6,-5,6,-0.7,5,0,-7,1
CC(=O)Nc1ccccc1Nc1cc(C#N)c(C#N)cc1[N+](=O)[O-],-1,34,4,-34,-2,-1.4,-8,5,4,·
O=C1C=C(c2cccc(Cl)c2)C[C@@H](c2ccc(Cl)cc2)C1,-2,-31,7,31,1,-0.8,17,-3,-2,14
CCn1c(SCC(=O)Nc2cc(C)on2)nnc1-c1ccc(S(=O)(=O)N2CCCC2)cc1,-2,-26,4,26,-1,0.5,-14,-2,-7,6
CC(=O)N1CC(=O)N(CC(=O)Nc2ccc(Br)cc2)C1=S,-1,23,0,-23,-4,1.0,-6,3,0,2
COc1cc(OC)c(OC)cc1CN1CCN(Cc2ccco2)CC1,1,-3,-3,3,0,-0.3,-11,3,2,2
CNc1ccc(Br)cc(C(=O)/C=C/c2cccc(OC)c2OC)c1=O,·,-22,4,22,0,-3.2,20,6,0,·
Cc1ccc(CN2C(=O)C(Cc3ccccc3)Nc3ncnc(N4CCN(c5ccccc5)CC4)c32)cc1 (stereo not drawn),-4,2,-3,-2,7,-4.6,-18,-22,-2,16
CCCCn1nnnc1SCC(=O)NNC(=O)C1CCCCC1,·,-19,-5,19,2,-0.8,-3,1,0,0
CC(C)c1ccc(N(CC(=O)N2CCOCC2)S(C)(=O)=O)cc1,0,26,-4,-26,-9,0.5,-7,2,7,·
COCCn1c(N)c(C(=O)c2cccc(S(=O)(=O)N3CCCCCC3)c2)c(=O)[nH]c1=O,-2,-7,4,7,0,-7.0,-9,2,-9,0
CC(=O)Nc1ccc(C(=O)COC(=O)CCS(=O)(=O)c2ccccc2)cc1,-1,21,-3,-21,-3,-2.1,-8,-1,-4,-6
CN(CCOC(=O)c1ccc2c(c1)OCCO2)C(C)(C)C,-2,29,17,-29,-4,1.0,-4,0,3,·
CN(CC(=O)Nc1ccc(F)cc1)c1ccc(S(=O)(=O)N2CCCCC2)cc1[N+](=O)[O-],0,-27,-3,27,6,1.2,-10,-2,-5,0
Cc1nn(-c2ccccc2)c2c1C(c1c(C)[nH]c(C#N)c1C)C(C#N)=C(N)O2 (stereo not drawn),·,-12,5,12,-6,-0.3,7,-5,-3,8
O=C(CS(=O)(=O)c1ccccc1)NCc1ccco1,-5,11,1,-11,0,-1.6,-11,0,-2,-2
CC(=O)c1ccc(-c2ccc(C(=O)N(C)c3c(N)n(Cc4ccccc4)c(=O)[nH]c3=O)o2)cc1,-2,-3,2,3,2,-2.0,2,0,-2,9

Next compounds.
Structure,Wnt act,SR-BI uptake up,Rtt109 Vps75,SR-BI DiI inh,RTF Ca sens act,CDK5 p35 inh,PvdQ inh,HTR5A ag ctr,dFosB act,MITF act
CCc1ccc(Nc2nc(N)nc(CSc3nnnn3-c3ccccc3)n2)cc1,·,-3,-1,3,4,0.9,-8,7,0,1
c1ccc(CSc2nnc(-c3cccs3)n2Cc2ccco2)cc1,·,18,-4,-18,3,-1.4,-18,1,1,17
Cc1cc(C)c2cc(CN(Cc3cccs3)Cc3nnnn3CC3CCCO3)c(=O)[nH]c2c1 (stereo not drawn),-2,-41,13,41,2,3.7,-10,-4,-19,2
COc1ccccc1/C=C/C(=O)NCc1cccnc1,2,14,·,-14,1,-1.1,7,6,-14,2
C(=N\n1cnnc1)/c1cccnc1,-3,12,-5,-12,-5,0.7,25,1,6,2
COc1ccc(NC(=S)N2CCC(C(=O)c3ccc(C)cc3)CC2)c(OC)c1,0,-55,4,55,-3,0.3,5,2,-8,6
CC12CC(c3ccccc3O1)C(C(=O)NCc1ccccc1)C(=O)N2 (stereo not drawn),·,30,0,-30,1,1.2,8,-5,-1,-4
O=c1[nH]c(C2CC2)nc2sc3c(c12)CCCC3,1,-7,1,7,-1,2.3,-1,-2,3,13
O=S(=O)(Nn1cnnc1)c1ccc(F)cc1,0,16,-1,-16,·,-0.7,16,·,1,3
Cc1ccc(S(=O)(=O)N2CCN(c3ccc([N+](=O)[O-])c(NCCN4CCOCC4)c3)CC2)cc1,-5,-8,3,8,1,-1.5,0,0,4,-11
O=C(OCc1ccccc1C(F)(F)F)c1ccc(Br)c(S(=O)(=O)N2CCOCC2)c1,-4,-47,1,47,-1,0.2,3,0,-6,-31
Cn1c2ccccc2c(=O)c2cc(C#Cc3cccc(N)c3)ccc21,·,-14,5,14,-1,-0.3,9,3,0,76
CC12CCC3(CO)COC(c4ccccc4O1)C2C3 (stereo not drawn),-5,-3,-2,3,0,-6.8,-10,-1,0,-3
O=C(NCc1ccc(F)cc1)C1C2C=CC3(CN(Cc4cccnc4)C(=O)C13)O2 (stereo not drawn),·,-16,-9,16,1,-14,-22,1,-5,4
O=C(c1ccc(F)cc1)N1CCN(C(=O)c2ccc([N+](=O)[O-])cc2)CC1,0,7,-5,-7,5,1.8,10,0,3,1
CCO/C=C1/C(=O)N(c2ccccc2OC)C(=O)c2ccccc21,-1,6,-6,-6,0,0.7,-14,-5,-6,4
CCOC(=O)c1ccc(NC(=O)NCCN2CCCCC2)cc1,-2,24,4,-24,0,-0.4,-7,4,-3,7
O=C(NNC(=S)Nc1ccc(Br)cc1)c1ccc(N2CCOCC2)c([N+](=O)[O-])c1,·,-22,-5,22,-9,-0.3,-7,-1,1,5
